RAD52 inh: inhibitors of human RAD52 DNA annealing. P43351. recombinant RAD52 DNA annealing, FRET fluorescence. inhibition, % at 18.7 µM. 0.46% of 360,000 active;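 active = every replicate showing at least 50% inhibition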
RAD54 branch: RAD54 (human) branch migration inhibition. inhibition, % at 10.4 µM. Q92698. AID 602329. 0.14% of 360,000 active. RAD54 Holliday junction branch migration, FAM/BHQ fluorescence;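 active = mean normalized replicate activity at least 40 and at least half of replicates scoring 40 or more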;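 note: 0% = median of neutral control wells and 100% = median of positive control wells; inhibitors cause a drop in the FAM fluorescence signal; in these data hits start at about 50%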
Target sequence (Q92698 whole entry, looked up): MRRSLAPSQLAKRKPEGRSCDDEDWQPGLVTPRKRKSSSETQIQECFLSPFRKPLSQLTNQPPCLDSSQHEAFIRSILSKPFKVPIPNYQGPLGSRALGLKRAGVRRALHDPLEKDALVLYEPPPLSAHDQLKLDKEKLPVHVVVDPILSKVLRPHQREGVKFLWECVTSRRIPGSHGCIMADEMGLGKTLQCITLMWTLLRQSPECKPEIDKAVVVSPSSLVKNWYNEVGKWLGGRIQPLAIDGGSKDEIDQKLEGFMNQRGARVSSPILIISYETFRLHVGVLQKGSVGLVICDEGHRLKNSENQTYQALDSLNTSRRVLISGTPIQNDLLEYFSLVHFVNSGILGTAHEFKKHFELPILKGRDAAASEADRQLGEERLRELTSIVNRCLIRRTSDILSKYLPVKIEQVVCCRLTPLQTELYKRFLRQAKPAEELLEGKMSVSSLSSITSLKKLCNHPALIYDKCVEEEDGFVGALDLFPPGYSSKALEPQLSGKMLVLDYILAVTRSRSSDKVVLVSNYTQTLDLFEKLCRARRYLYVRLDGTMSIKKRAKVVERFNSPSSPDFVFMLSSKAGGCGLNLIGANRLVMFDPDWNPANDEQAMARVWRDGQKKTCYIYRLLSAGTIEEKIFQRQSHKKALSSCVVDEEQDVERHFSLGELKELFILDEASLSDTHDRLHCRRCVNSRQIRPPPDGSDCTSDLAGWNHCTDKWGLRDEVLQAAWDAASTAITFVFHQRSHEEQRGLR
esBAF inh: inhibitors of esBAF chromatin remodeling in mouse ES cells. Bmi1-luciferase knock-in reporter, 24 h; 100% = twice the neutral-well signal. reporter increase, % at 12.5 µM. 2% of 350,000 active. AID 602393; in the data active = activation above about 40%;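 note: 0% = median of the plate's neutral control wells and 100% = double that signal; a rise in the Bmi1 reporter signal indicates esBAF inhibition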
Xi reactivation: reactivates the inactive X chromosome in mouse fibroblasts; XiGFP mouse fibroblasts, % GFP-positive cells imaging, 3 d; cells co-treated with 5-aza-dC sensitizer; scaled so ellipticine positive control = 100%; activation, % at 7.58 µM; 0.055% of 360,000 active;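 active = mean normalized replicate activation at least 10% and every replicate at or above 10%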;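 note: 0% = median of on-plate neutral control wells and 100% = ellipticine 6 µM median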
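Material: SV40-immortalized XiGFP fibroblast cells, line 68-5-11 | Buffer or medium: DMEM containing 5-aza-dC | Dosing: One concentration, pinned | Times: 3 d treatment, 15 min room-temperature fixation | Controls: Ellipticine 6 µM positive control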
CFTR F508del cor: CFTR F508del correction in bronchial cells | CFBE cells, YFP halide quenching; stimulated with forskolin plus potentiator P3; % fluorescence drop versus neutral controls | activity (quench increase), % at 7.58 µM | 0.36% of 350,000 active | AID 720511;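 active = mean added fluorescence quench of at least 8% versus neutral control, with both replicates also reaching 8%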;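 note: cells transiently co-express mutant CFTR-F508del with the halide-sensitive YFP; corrector assay measuring rescue of mutant channel to the surface after 24 h compound exposure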
ERAP1 HTS inh: blocks human ERAP1 aminopeptidase activity | Q9NZ08 | recombinant ERAP1, Leu-AMC fluorescence, 60 min | inhibition, % at 10.7 µM | 0.15% of 340,000 active;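 active = mean replicate inhibition of at least 30%, or all replicates individually reaching that 30% level; inactive = mean below 30% and not every replicate reaching it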;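 note: 0% = neutral control wells and 100% = L-leucinethiol positive control wells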
INS-1E GSIS act: GLuc luminescence reporter in INS-1E cells, primary screen for activators of glucose-dependent secretion of insulin; INS-1E GLuc reporter insulin secretion, 2-3 h; activation, % at 16.6 µM; 0.61% of 370,000 active;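 active = lowest replicate activation of at least 40%, so every replicate reaches that level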;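 note: 0% = median of neutral control wells and 100% = median of IBMX positive control wells; some compounds called inactive have numbers as strong as hits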
ARNT-TACC3 inh: disruptors of human ARNT/TACC3 interaction; AlphaScreen His-ARNT PAS-B/GST-TACC3 binding, luminescence; TACC3 fragment carries E629A point mutation; inhibition, % at 9.99 µM; 0.66% of 390,000 active;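 active = mean inhibition of replicates at least 50% and at least half of replicates each reaching 50%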;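 note: 0% = complete ARNT plus TACC3 wells and 100% = ARNT alone without TACC3; many hits fall short of the cut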
Active calls of the source: *; / = not tested or not shown.

| molecule | RAD52 inh | RAD54 branch | esBAF inh | Xi reactivation | CFTR F508del cor | ERAP1 HTS inh | INS-1E GSIS act | ARNT-TACC3 inh |
| --- | --- | --- | --- | --- | --- | --- | --- | --- |
| COc1cccc(CNC(=O)Cn2nc(C)c([N+](=O)[O-])c2C)c1 | -11 | 3 | -5 | 0.0 | 0.2 | 1 | 19 | -3 |
| CCCNC(=O)N1CC2(CCN(CC3CC3)CC2)c2c(n(C)c3cc(OC)ccc23)[C@@H]1CO | 14 | / | / | 0.1 | -0.6 | 11 | 9 | / |
| C[C@H](CO)N1C[C@H](C)[C@@H](CN(C)S(=O)(=O)c2ccc(Cl)cc2)Oc2c(NC(=O)Nc3ccc4c(c3)OCO4)cccc2C1=O | 15 | 0 | 5 | 0.1 | 0.9 | 3 | -9 | 5 |
| CCCCN(C(=O)c1ccc(NC2CC2)c([N+](=O)[O-])c1)c1c(N)n(CCCC)c(=O)[nH]c1=O | -19 | 1 | 1 | 1.1 | 0.0 | 3 | 2 | 4 |
| CC(C)(C)Nc1nc(SCC(=O)Nc2ccccc2Cl)nc(N2CCOCC2)n1 | 0 | 1 | -7 | -0.1 | -4.1 | -4 | -35 | 8 |
| O=C(COC(=O)c1cnccn1)Nc1ccc(Cl)cc1C(F)(F)F | -13 | -4 | 2 | 0.9 | -0.4 | -2 | -2 | 0 |
| O=C(COC(=O)Cn1cnc2ccccc2c1=O)NNC(=O)c1ccc(Br)cc1 | -20 | -6 | / | 0.2 | -1.2 | -3 | 6 | -4 |
| Cc1ccc(NC(=O)CN(C)C(=O)c2cn(Cc3ccccc3)nc2-c2cccnc2)cc1 | -4 | -3 | -10 | -0.1 | -4.5 | -1 | -1 | 0 |
| NC(=O)C1CC(=O)N(c2ccc(OCc3ccc(F)cc3)cc2)C1 (centres undefined) | -11 | 0 | 38 | 0.0 | -8.2 | -3 | -6 | -9 |
| Cc1cc(=O)[nH]c(/N=C(\N)Nc2ccc(Oc3ccccc3)cc2)n1 | -8 | 2 | 0 | -0.2 | -1.5 | / | 15 | 2 |
| CCCCCOc1ccc(C(=O)CCC(=O)NNC(=O)c2ccncc2)cc1 | 2 | -3 | -3 | 0.0 | -1.4 | -2 | -23 | 4 |
| COc1ccc(CCN(C)C2CCCN(S(=O)(=O)C(C)C)C2)cc1OC (centres undefined) | -8 | 10 | 4 | 0.0 | 0.4 | 0 | 10 | -5 |
| Cc1cc(C)cc(OCCCN2CCC(C(O)(c3ccccc3)c3ccccc3)CC2)c1 | 1 | / | / | 0.0 | -0.6 | -2 | 182* | / |
| N#Cc1cc2ccc(N3CCOCC3)cc2cc1C#N | -15 | 4 | 9 | / | -3.1 | -6 | -53 | 29* |
| COc1ccc(CN(C)C(=O)Cc2ccsc2)c(OC)c1OC | -5 | 2 | 3 | 0.2 | -0.1 | 1 | -7 | -1 |
| Nc1ncn(CC(=O)c2ccccc2)n1 | -15 | / | / | 0.1 | / | -4 | 8 | -2 |
| CCCc1c(C)nc(N2CCN(c3cccc(OC)c3)CC2)[nH]c1=O | -11 | -4 | -1 | -0.1 | 1.1 | -5 | / | -1 |
| CSc1ncccc1C(=O)Nc1cc(Cl)ccc1N1CCOCC1 | 4 | -5 | -8 | 0.1 | 1.9 | -2 | -5 | 1 |
| CC(C)Sc1nnc(NC(=O)C2CC2)s1 | 6 | 0 | 14 | 0.1 | -1.3 | 0 | 5 | -4 |
| C[C@@H]1CCCCO[C@H](CN(C)C(=O)Nc2cccc3ccccc23)[C@H](C)CN([C@@H](C)CO)C(=O)c2cc(NC(=O)Nc3ccc(F)cc3)ccc2O1 | -1 | 3 | 5 | 0.3 | -1.4 | -1 | -10 | 22 |
| Cc1ccc(CSc2nnc(C(F)(F)F)n2Cc2ccc(F)cc2)cc1 | -1 | -3 | 21 | / | 0.4 | 1 | / | -10 |
| O=C(C1=C[C@H](c2ccc(Br)cc2)C[C@H](OCc2ccc(CO)cc2)O1)N1CCCCCCC1 | -9 | 3 | / | / | 3.0 | -2 | / | 8 |
| O=C1O[C@@H](c2ccccc2)[C@@H](c2ccccc2)N2[C@@H](c3ccc(O)cc3)[C@]3(C(=O)Nc4ccc(C#CC5=CCCCC5)cc43)[C@@H](C(=O)O)[C@H]12 | -18 | -8 | / | / | -3.8 | 1 | / | 22 |
| Cc1onc(-c2ccccc2Cl)c1C(=O)N1CCN(C=O)CC1 | -6 | -2 | -7 | -0.1 | 5.6 | -3 | 1 | -2 |
| [N-]=[N+]=Nc1ccccc1C[C@@]1(C(=O)NCCN2CCOCC2)N=C(c2ccc(OCCCO)cc2)O[C@@H]1c1ccccc1 | 29 | 3 | / | / | 5.6 | -3 | / | -5 |
| Cc1ccc2nc(C)cc(SCC(=O)N/N=C/c3ccco3)c2c1 | 2 | 7 | / | 0.0 | -1.8 | 3 | -1 | -1 |
| CCOC(=O)CSc1nnc(CNC(=O)c2ccc(OC)cc2)n1Cc1ccccc1 | / | -4 | 7 | / | / | / | 3 | -5 |
| CCCC(=O)NCCCc1nc2ccccc2[nH]1 | -9 | 0 | -8 | 0.0 | 2.1 | 3 | 14 | -4 |
| CC1(C)Cc2c(sc3nc[nH]c(=O)c23)CO1 | 6 | 3 | -2 | 0.0 | 1.3 | -5 | 28 | 4 |
| Cc1cccc(C(=O)OCC(=O)NCc2ccc(Cl)cc2)c1 | 0 | -8 | 2 | 0.1 | 0.0 | 6 | 0 | / |
| CCCN(CC(=O)Nc1ccccc1OC)C(C)C(=O)NC(C)CCc1ccccc1 (centres undefined) | -9 | -3 | -2 | 0.4 | -0.5 | 0 | -3 | 31 |
| CCOc1cc(C2NC(=O)NC(C)=C2C(=O)OCc2ccccc2)ccc1O (centres undefined) | -3 | / | -1 | / | -0.1 | 4 | 8 | 44* |

INS-1E GSIS act, entries above that show a hit
SMILES,RAD52 inh,esBAF inh,CFTR F508del cor,ERAP1 HTS inh,INS-1E GSIS act,ARNT-TACC3 inh
Cc1cc(C)cc(OCCCN2CCC(C(O)(c3ccccc3)c3ccccc3)CC2)c1,1,/,-0.6,-2,182*,/

Following part:
| molecule | RAD52 inh | RAD54 branch | esBAF inh | Xi reactivation | CFTR F508del cor | ERAP1 HTS inh | INS-1E GSIS act | ARNT-TACC3 inh |
| --- | --- | --- | --- | --- | --- | --- | --- | --- |
| CC1=C(C(=O)OCC(C)C)C(c2ccc(Br)s2)NC(=O)N1 (centres undefined) | -11 | / | 3 | 0.0 | 0.3 | -1 | -1 | 4 |
| O=C(CCn1[nH]c(=O)c2ccccc2c1=O)NCCO | -3 | -15 | -2 | / | -0.2 | -4 | 16 | -3 |
| O=C(C[C@@H]1CC[C@@H]2[C@H](COC[C@@H](O)CN2Cc2cccc(-c3ccncc3)c2)O1)N1CCCCC1 | -3 | 5 | -15 | -0.1 | -1.7 | -2 | -6 | -5 |
| CCC(=O)N1C[C@@H](C)[C@@H](OC)CN(C)C(=O)c2cc(NC(=O)C3CC3)ccc2OC[C@H]1C | -18 | 3 | -3 | 0.1 | -0.2 | 0 | 0 | -10 |
| Cc1ccc(NS(=O)(=O)c2ccc(C)c(C(=O)NCC(c3ccccc3)N(C)C)c2)cc1 (centres undefined) | 0 | 7 | 16 | -0.1 | -2.5 | 1 | -10 | -3 |
| CC1(C)CC(=O)C(N=Nc2ccc(OC(F)F)cc2)=C(O)C1 | -11 | / | / | 0.0 | / | 12 | 0 | 0 |
| COCc1cc(CN2CCCC(C(=O)Nc3cccc(-n4cnnn4)c3)C2)ccc1OC (centres undefined) | -17 | -7 | -5 | 0.5 | -2.9 | -1 | 3 | -4 |
| Oc1ccccc1C=NN1CCCCCC1 | -12 | / | 77* | 0.6 | 1.4 | 1 | 0 | / |
| O=C(Cn1cnc2ccccc2c1=O)NC1CCS(=O)(=O)C1 (centres undefined) | -6 | 3 | 1 | 0.1 | 1.1 | 0 | 19 | -3 |
| C=CCn1c(=O)c2c(nc(-c3ccc(S(=O)(=O)O)cc3)n2C)n(C)c1=O | 10 | 6 | 0 | 0.0 | 0.4 | -2 | 7 | 2 |
| Cc1ccc(S(=O)(=O)N2CCCCC2)cc1C(=O)OCC(=O)N1c2ccccc2NC(=O)C1(C)C | -21 | 2 | 1 | 0.0 | 0.8 | -7 | 8 | -8 |
| O=C(NCCC1CCCCN1S(=O)(=O)c1ccccc1)C(=O)NCC1CCCO1 (centres undefined) | 4 | -5 | -4 | 0.0 | -4.8 | 5 | 7 | -5 |
| COc1ccc(-c2ccc(N(C)C)cc2)cc1[C@H]1[C@H]2C=CC[C@@H](C)[C@@H]2C(=O)N1Cc1ccccc1 | 1 | 0 | 4 | 0.1 | 0.5 | -1 | 27 | -3 |
| CCOc1ccc(C2NC(=O)c3ccccc3O2)cc1OCC (centres undefined) | -19 | 5 | -11 | 0.6 | 2.6 | / | 3 | 6 |
| C[C@@H]1CCCCO[C@@H](CN(C)Cc2ccc3c(c2)OCO3)[C@@H](C)CN([C@H](C)CO)C(=O)c2cc(NC(=O)Nc3ccc(F)cc3)ccc2O1 | 1 | 3 | 3 | -1.2 | 0.3 | -2 | -25 | -2 |
| CCS(=O)(=O)Nc1ccc2c(c1)C(=O)N(C)C[C@@H](OC)[C@@H](C)CN(C)[C@H](C)CO2 | 1 | -5 | 4 | 0.6 | -1.3 | 1 | 7 | -3 |
| CCC(NC(=O)CCc1c(C)c2cc3c(C)c(C)oc3cc2oc1=O)C(=O)N[C@@H](Cc1ccccc1)C(=O)O (some centres undefined) | -15 | -7 | -4 | / | 0.8 | 0 | 2 | 17 |
| COc1ccc(-c2cn[nH]c2-c2ccc(OCc3ccc([N+](=O)[O-])cc3)cc2O)cc1OC | -13 | 8 | 0 | / | 6.8 | / | 3 | -1 |
| O=C(c1cccc(S(=O)(=O)N2CCOCC2)c1)N1CCN(c2ccccc2)CC1 | -14 | 4 | -5 | -0.1 | 1.5 | -6 | -13 | 5 |
| O=C(CSc1nc(=O)[nH]c2c1CCCC2)Nc1ccc(F)cc1F | -1 | 7 | -3 | 0.3 | -1.6 | -3 | -5 | 30 |
| Cc1cccc(N2CCN(C(=O)CNC(=O)Cc3ccccc3)CC2)c1C | -13 | -6 | 4 | 0.0 | -0.4 | -4 | -23 | 7 |
| Cn1c2cc(Br)sc2c2cnn(Cc3ccc(F)cc3F)c(=O)c21 | -14 | 12 | -4 | -0.1 | -2.5 | 3 | 11 | -2 |
| Cc1ccc(C2NC(=O)CCC2[N+](=O)[O-])cc1 (centres undefined) | 5 | / | / | 0.3 | -2.2 | -1 | 6 | / |
| COc1ccc(S(=O)(=O)N2C[C@H]3CON(C)[C@H]3C[C@H]2c2ccc(-c3cc4ccccc4o3)cc2)cc1 | -11 | 9 | -1 | -0.1 | 3.6 | 0 | / | / |
| O=C(NCCOc1nc(N2CCOCC2)nc(N2CCOCC2)n1)Nc1ccc(Cl)cc1 | / | 2 | 14 | / | / | / | -10 | -4 |
| N=C1CCCN1c1ccccc1O | -8 | 4 | / | 0.0 | -2.6 | 2 | -1 | -4 |
| Cn1c(N)c(C(=O)COC(=O)CNS(=O)(=O)c2ccc(Cl)c(Cl)c2)c(=O)n(C)c1=O | / | -1 | 0 | -0.1 | / | / | 9 | 3 |
| Cc1cccc(S(=O)(=O)N2CCCCN3[C@@H](CO)[C@H](c4ccc(C#CC5CC5)cc4)[C@@H]3C2)c1 | -32 | -9 | / | 0.3 | 0.2 | 2 | -7 | 29 |
| O=C(NCCN1CCCC1)[C@@H]1N[C@@H]2c3ccc(-c4ccccc4)c(=O)n3C[C@@H]2[C@H]1CO | -5 | 0 | -5 | 0.1 | 0.4 | 1 | 5 | 23 |
| Cc1occc1C(=O)NNC(=S)Nc1ccccc1C(F)(F)F | -19 | -5 | / | 0.0 | 0.6 | -1 | -4 | 6 |
